Source: PubChem
Rab9 prom act = activates the Rab9 promoter | Huh7 Rab9 promoter-luciferase reporter, luminescence, 24 h | Potency, µM (doses to about 9.22 µM), without a hit: at the top dose activation, negative = inhibition, hits mostly activators | hit rate 2.8% among 320,000 | AID 485297; further: % of control where 0% means no effect; nearly all actives have a fitted effect of over 60% in size
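Cells were plated at 1500 per well in reduced-serum medium with 10% FBS and left 2 h. Compound in DMSO was then added for 24 h at 37 °C. Reporter signal was read by luminescence after 10 min with luciferase detection reagent.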
BRCA1 expr act = increases BRCA1 expression; hit rate 1.1% among 380,000; Potency, µM (highest dose often 46.1 µM), inactives show at the top dose activation, most hits filed as activators; MCF7-BRCA1-FFLuc reporter, luminescence, 48 h; response scale: scaled: vehicle 0%, 10 µM genistein 100%; further: nearly all actives have a fitted effect of over 80% in size; some results filed as inactive show a strong effect at the top dose
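Luminescence from a BRCA1-driven firefly luciferase in MCF7 cells was read after 48 h compound exposure at 37 C. Data normalized against DMSO and a 10microM genistein activation control, then curve-fitted across the titration.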
uPA surface inh = cell surface uPA generation inhibition; cell surface uPA generation assay, qHTS; Potency, µM (doses to about 38.3 µM), without a hit: at the highest dose activity change, negative = inhibition, usual class: inhibitors; hit rate 0.31% among 330,000; AID 540303; active means well fitted inhibition curve with a large enough effect; inconclusive means small, poorly fitted or top-dose-only effect; inactive means no such curve, though single readings can be large or run the other way; tested in mouse RAW 264.7 cells; further: on the % scale 0 is the no-effect control and ±100 the full control effect; nearly all actives have a fitted effect of over 55% in size
NPC1 promoter act = activators of NPC1 promoter; hit rate 2.4% among 320,000; Potency, µM (doses to about 9.22 µM), inactives show at the highest dose activation, usual class: activators; Huh7 NPC1 promoter luciferase reporter, 24 h;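 further: % of control where 0% means no effect; nearly all actives have a fitted effect of over 60% in size; reporter is driven by a mutant NPC1 promoter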
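Stably transfected Huh7 (NPC1 promoter→luciferase), 1500 cells/well in Opti-MEM + 10% FBS, 2 h settle, then compound 24 h at 37 °C. Luminescence after 10 min with Amplite reagent.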
p53 reactivator = mutant p53 re-activation in reporter cells. H1299 p53-A138V BP100-luciferase reporter, luminescence, 24 h. Potency, µM (series often up to 92.2 µM), without a hit: at the top dose activity change, positive = activation, actives largely listed as activators. hit rate 0.063% among 320,000. AID 504706; further: % of control where 0% means no effect; nearly all actives have a fitted effect of over 45% in size
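H1299 (p53-null), stable ts p53-A138V + BP100-Luc; 1000 cells/well, Opti-MEM/10% FBS; cpd 4 pt, 1:5; 24 h, 37 deg C, 5% CO2; detection reagent 10 min RT; luminescence.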
Gal4-VP16 FLuc = counter-screen for ROR gamma inhibitors: Gal4-VP16 reporter; Drosophila S2 Gal4-VP16 UAS-luciferase, luminescence, 20 h; Potency, µM (series often up to 53.6 µM), for inactives: at the highest dose activity, negative = inhibition, actives largely listed as inhibitors; hit rate 3.5% among 310,000;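 further: Gal4-VP16 expression switched on by copper sulfate through the metallothionein promoter; on the % scale 0 is the no-effect control and ±100 the full control effect; nearly all actives have a fitted effect of over 50% in size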
MBNL1-CUG inh = MBNL1-poly(CUG) RNA binding inhibition; Q9NR56; TR-FRET MBNL1-His/biotin-(CUG)12 binding, 665/545 ratio; Potency, µM (top dose mostly 57.5 µM), inactives show top-dose activity change, negative = inhibition, hits mostly inhibitors; hit rate 0.036% among 280,000; AID 2675; active means well fitted inhibition curve with a large enough effect in the signal ratio, with a control signal flat, not every such curve was filed as active; inconclusive means small, poorly fitted or top-dose-only effect, or effect the other way, or a change in a side signal; inactive means no such curve, though single readings can be large or run the other way; the % refers to the signal ratio; further: on the % scale 0 is the no-effect control and ±100 the full control effect
Target sequence (Q9NR56 whole entry, looked up): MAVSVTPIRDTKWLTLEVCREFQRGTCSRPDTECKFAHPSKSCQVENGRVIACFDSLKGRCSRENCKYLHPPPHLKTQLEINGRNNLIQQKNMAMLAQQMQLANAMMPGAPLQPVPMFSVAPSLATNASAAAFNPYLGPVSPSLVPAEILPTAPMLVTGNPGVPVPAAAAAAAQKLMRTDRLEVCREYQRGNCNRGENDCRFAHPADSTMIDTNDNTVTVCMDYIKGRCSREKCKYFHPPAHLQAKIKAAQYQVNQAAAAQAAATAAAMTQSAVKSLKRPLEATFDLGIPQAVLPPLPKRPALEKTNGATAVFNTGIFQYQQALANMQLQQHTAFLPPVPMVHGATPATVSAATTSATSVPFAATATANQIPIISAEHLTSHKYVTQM
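TR-FRET between His-tagged MBNL1 and biotin-(CUG)12 RNA, detected with Tb anti-His antibody (0.055 ng/ul) and streptavidin-XL665 (5 nM), 60 min at room temperature. Compounds titrated 92 nM to 58 uM; 665/545 nm ratio normalized to buffer and complex controls.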
RORgamma inh = blocks mouse ROR gamma transcriptional activity; P51450; Drosophila S2 Gal4-RORgamma UAS-luciferase reporter, 20 h; Potency, µM (doses to about 53.6 µM), without a hit: top-dose activity change, negative = inhibition, most hits filed as inhibitors; hit rate 5.4% among 310,000; further: on the % scale 0 is the no-effect control and ±100 the full control effect; nearly all actives have a fitted effect of over 60% in size
Target sequence (P51450 whole entry, looked up, the tested form may be a part): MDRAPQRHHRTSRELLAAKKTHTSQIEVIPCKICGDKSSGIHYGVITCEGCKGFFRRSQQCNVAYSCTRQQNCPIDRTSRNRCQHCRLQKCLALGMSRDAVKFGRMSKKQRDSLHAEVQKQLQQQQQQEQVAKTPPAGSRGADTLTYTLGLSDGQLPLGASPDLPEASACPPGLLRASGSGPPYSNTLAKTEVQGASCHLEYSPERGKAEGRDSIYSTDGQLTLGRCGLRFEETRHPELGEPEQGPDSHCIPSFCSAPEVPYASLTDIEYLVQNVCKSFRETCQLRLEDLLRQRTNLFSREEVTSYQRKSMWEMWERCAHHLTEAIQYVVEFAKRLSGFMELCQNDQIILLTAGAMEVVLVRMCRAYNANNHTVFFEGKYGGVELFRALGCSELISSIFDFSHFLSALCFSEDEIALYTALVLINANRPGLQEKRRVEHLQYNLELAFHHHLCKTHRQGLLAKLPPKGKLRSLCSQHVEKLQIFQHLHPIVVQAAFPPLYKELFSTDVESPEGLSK
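Drosophila S2 cells stably expressing Gal4-DBD/mouse RORγ fusion under metallothionein promoter plus UAS-luciferase; compound 1 h, then 700 uM CuSO4 induction for 20 h at ambient temperature; inhibition read as reduced luminescence.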
FLuc modulator = counter-screen for miR-21 project: firefly luciferase inhibitors or activators | purified FLuc, Km substrates, luminescence inhibition | Potency, µM (highest dose often 57.5 µM), inactives show top-dose activity change, negative = inhibition, actives largely listed as inhibitors | hit rate 6.9% among 360,000;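 further: plate controls were vehicle for no effect and reference inhibitor for full effect; nearly all actives have a fitted effect of over 55% in size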
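Purified P. pyralis luciferase (10nM final) with 10uM D-luciferin and 10uM ATP (Km levels) in 50mM Tris acetate pH 7.5, 10mM Mg acetate, 0.01% Tween-20, 0.05% BSA; qHTS 6-point titration, ~60 µM downward; luminescence read.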
ELG1 genotoxic = induces genotoxicity in HEK293T cells with luciferase-tagged ELG1; HEK293T ELG1-luciferase reporter, luminescence, 16 h; Potency, µM (highest dose often 46 µM), for inactives: top-dose activity change, positive = activation, actives largely listed as activators; hit rate 1.3% among 330,000; AID 504466; further: % of control where 0% means no effect; nearly all actives have a fitted effect of over 60% in size
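Genotoxicity was scored as increased ELG1-luciferase reporter signal, measured by ONE-Glo luminescence (30 min, room temperature). Compound or vehicle exposure of the HEK293T reporter cells lasted 16 hr at 37°C.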
* marks the source's active call; other numbers are inactive results; ? = inconclusive; nt = no result given; & = joins results of further samples; [ ] = remark or other dose. Unless noted, the call rests on the fitted dose curve; in most records, active means well fitted curve in the direction sought with a large enough effect; inconclusive means small, poorly fitted or top-dose-only effect, or another doubt; inactive means no such curve, though single readings can be large; an effect the other way counts as inactive or inconclusive. Potency means the concentration at half of the fitted maximal effect.

SMILES	Rab9 prom act	BRCA1 expr act	uPA surface inh	NPC1 promoter act	p53 reactivator	Gal4-VP16 FLuc	MBNL1-CUG inh	RORgamma inh	FLuc modulator	ELG1 genotoxic
C=CCn1c(N2CCCCCC2)nc2c1c(=O)n(C)c(=O)n2C	-2%	-32%	0%	0%	-9%	2%	5%	25%	-11%	-9%
Cc1cccc(NC2SC(=O)NC2=O)c1 (stereo not given)	8%	-6%	-1%	-5%	4%	16%	-3%	4%	-7%	-5%
Nc1ccc2sc(N)nc2c1	-1%	26%	8%	-1%	?	nt	nt	nt	-6%	7%
CCCCNC(=O)C1C2C=CC3(CN(Cc4ccccc4Cl)C(=O)C13)O2 (stereo not given)	5%	1%	-1%	-1%	-3%	-3%	-6%	39%	-1%	2%
COc1ccc(Cc2c(N)nc(C)nc2N)cc1	-4%	-8%	-2%	3%	-4%	-2%	2%	-9%	-3%	11%
CCOC(=O)/C(C#N)=C/c1cc2ccc(C)cc2nc1Cl	-7%	-33%	-8%	-1%	15%	-10%	?	6%	?	6%
CCOC(=O)c1c(NC(=O)C2c3ccccc3Oc3ccccc32)sc(C(=O)N(CC)CC)c1C	-3%	-44%	-10%	-6%	-20%	-29%	43%[activator]	-7%	-1%	-3%
CSc1ncc(Cl)c(C(=O)NCc2ccc3c(c2)OCO3)n1	-3%	-2%	-9%	12%	-10%	-7%	10%	?	-1%	1%
c1coc(CNc2ncnc3ccccc23)c1	-45%[inhibitor]	-35%&9%	-5%	-24%	-2%	10µM*	-3%	-10%	3%	-11%
CCc1ccccc1-n1c(SCC(=O)Nc2ccc3c(c2)OCCO3)nc2[nH]ncc2c1=O	5%	10%	nt	0%	?	-25%	-10%	?	17µM*	?
COc1cc2c(cc1NC(=O)CN1CCN(S(=O)(=O)c3ccc(F)cc3)CC1)oc1ccccc12	0%	1%	3%	-9%	-12%	-13%	7%	?	-3%	-4%
COc1cccc(OCCn2cccc2/C=C2/C(=N)N3OC(C)=CC3=NC2=O)c1	4%	15%	10%	-7%	-2%	-4%	27%	-1%	5%	-9%
COc1ccc(-c2csc(NC(=O)COc3ccc(N(C)S(=O)(=O)c4ccc(C)cc4)cc3)n2)cc1	0%	-8%	0%	6%	?	-3%	nt	33%	-11%	-4%
C=COC(=O)CSc1snc(SCC(=O)OC)c1C#N	0%[1.84 µM]	-46%	4%	-2%	6%	-8%	-7%	3%	2%	-5%
Cc1c(C(=S)NC(=O)C2CC2)c(=O)n(-c2ccccc2)n1C	-7%	4%	7%	-6%	-2%	-5%[10 µM]	?	23%	3%	-14%
Cc1c(C(=O)OCC(=O)N(CC(C)C)c2c(N)n(Cc3ccccc3)c(=O)[nH]c2=O)oc2ccccc12	-6%	-34%	?	-3%	-13%	nt	nt	nt	1%	-9%
CCOc1ccccc1N1CCN(Cc2ccc(OC)c(OC)c2OC)CC1	-6%	-54%	-7%	-7%	-3%	-5%	?	17%	-12%	-9%
COc1ccc(-c2nc(-c3cccc(C(F)(F)F)c3)no2)cc1OC	3%	17%	3%	1%	0%	3%	7%	-2%	-17%	-1%
COc1ccc(NC(=O)C2CCN(S(=O)(=O)c3ccc(Br)s3)CC2)cc1OC	-5%	-2%	-16%	-4%	0%	-1%	-4%	?	2%	-1%
Cn1c2c(c(=O)n(C)c1=O)C(C(F)(F)F)(C(F)(F)F)N=C(C1CCCCC1)N2	2%	-3%	0%	1%	-12%	0%	-12%	25%	5%	-13%
Nc1cccc(-c2nc3ccccc3s2)c1	4µM*	?	-7%	3.2µM*	?	-29%	14%	?	1.2µM*	3.7µM*
CCC(=O)Nc1nnc(SCC(=O)NCCc2ccc(OC)c(OC)c2)s1	3%	0%	3%	1%	1%	-4%	-7%	-3%	2%	0%
CC(=O)c1ccn(S(=O)(=O)c2ccc(Cl)cc2)c1	-8%	6%	8%	1%	-5%	12%	1%	27%	3%	8%
CN(CC(=O)Nc1ccccc1N1CCOCC1)S(=O)(=O)c1ccc(F)cc1	0%	0%	0%	0%	-3%	5%	-13%	37%	1%	-13%
Cc1cc(C)c(S(=O)(=O)N2CCN(c3ccc([N+](=O)[O-])c(NCc4ccco4)c3)CC2)c(C)c1	-1%	-29%	-3%	1%	-13%	-11%	-6%	-16%	1%	0%
(more compounds)
SMILES	Rab9 prom act	BRCA1 expr act	uPA surface inh	NPC1 promoter act	p53 reactivator	Gal4-VP16 FLuc	MBNL1-CUG inh	RORgamma inh	FLuc modulator	ELG1 genotoxic
CCCc1cc(NCCCCO)n2c(nc3ccccc32)c1C#N	-3%	-33%	0%	-4%	-10%	3%	17%	0%	?	3%
COc1ccc(NC(=O)Cc2nnc(SCC(=O)NC3=NCCS3)n2C)cc1	2%	-1%	2%	1%	10%	1%	-1%	-2%	?	-2%
CCN(CC)S(=O)(=O)c1cc(NC(=O)COC(=O)c2sc3ccccc3c2Cl)ccc1C	-7%	-6%	-3%	-4%	-2%	-6%	nt	-7%	-7%	-2%
O=C(N/N=C(\c1ccccc1)c1cccnc1)C(O)(c1ccccc1)c1ccccc1	7%	-42%	5%	0%	-2%	-7%	7%	7%	-9%	-2%
Cn1cnc2c(=O)[nH]cc([N+](=O)[O-])c21	-38%[inhibitor]	-3%	-4%	-3%	-1%	-1%	?	-11%	-1%	1%
Cc1cc(C)c(S(=O)(=O)N2CCCCC2CCNC(=O)C(=O)NCc2ccccn2)c(C)c1 (stereo not given)	-6%	6%	-5%	-1%	0%	nt	nt	nt	-1%	1%
CSc1nc2ccc(NC(=O)c3ccc(F)c(F)c3)cc2s1	?	?	0%	?	5%	-8%	-4%	21%	?	?
CC[C@H](C)[C@H](NC(N)=O)C(=O)NCCc1ccc(OC)cc1	0%	0%	6%	0%	-3%	-5%	nt	2%	-1%	-1%
NC(=O)CS(=O)(=O)c1nc2ccccc2n1Cc1ccccc1F	-5%	-51%	-4%	-1%	15%	11%	-4%	1%	4%	-14%
CC(NC(=O)c1ccccc1NC(=O)CN1CCN(c2ccccc2O)CC1)c1ccccc1 (stereo not given)	2%	-71%	5%	-3%	-2%	nt	nt	nt	3%	-8%
COc1cccc(-n2c(Cc3cc(=O)[nH]c(=O)[nH]3)nnc2SC(C)C)c1	-3%	-19%	4%	0%	2%	1%	2%	-12%	0%	0%
COc1ccc(S(=O)(=O)N2CCC(C(=O)NCc3ccc(C)cc3)CC2)cc1	-1%	0%	2%	0%	6%	4%	0%	14%	1%	-5%
COCCNC(=O)Cn1nc(-c2ccccc2)c2ccccc2c1=O	?	21%	-13%	1%	-1%	-1%	5%	-12%	0%&3%	-3%
CCN1C(=O)[C@H]2[C@@H](c3ccc(C)cc3)N3C(=O)N(c4ccc(OC)cc4)C(=O)[C@@]3(Cc3ccc(Cl)cc3)[C@H]2C1=O	2%	-5%	8%	3%	nt	3%	3%	?	1%	-1%
CCc1c(C)sc(NC(=S)N2CCN(C(=O)C3CCCO3)CC2)c1C(=O)OC (stereo not given)	1%	-25%	9%	0%	-1%	23%	38%[activator]	1%	-2%	1%
COc1ccc(NC(=O)/C(Cl)=C(/Cl)S(=O)Cc2ccc(C)cc2)cn1 (stereo not given)	-53%[inhibitor]	nt	nt	-40%[inhibitor]	-15%	-9%	-12%	15%	-24%	-23%
CCN(CC(=O)Nc1c(F)cccc1F)C(=O)C1CC1	-5%	-15%	1%	-6%	-10%	nt	nt	nt	0%	3%
N#CCCN(C(=O)COC(=O)C1CCN(S(=O)(=O)c2cccs2)CC1)c1ccccc1	-6%	4%	-2%	-3%	-2%	-11%	0%	-1%	-1%	0%

Marked active in NPC1 promoter act (from the list above):
smiles,Rab9 prom act,uPA surface inh,NPC1 promoter act,p53 reactivator,RORgamma inh
Nc1cccc(-c2nc3ccccc3s2)c1,4µM*,-7%,3.2µM*,?,?

Five compounds picked at random from those above, as already listed:
SMILES	Rab9 prom act	BRCA1 expr act	uPA surface inh	NPC1 promoter act	p53 reactivator	Gal4-VP16 FLuc	MBNL1-CUG inh	RORgamma inh	FLuc modulator	ELG1 genotoxic
CCCc1cc(NCCCCO)n2c(nc3ccccc32)c1C#N	-3%	-33%	0%	-4%	-10%	3%	17%	0%	?	3%
CCN(CC(=O)Nc1c(F)cccc1F)C(=O)C1CC1	-5%	-15%	1%	-6%	-10%	nt	nt	nt	0%	3%
CSc1nc2ccc(NC(=O)c3ccc(F)c(F)c3)cc2s1	?	?	0%	?	5%	-8%	-4%	21%	?	?
N#CCCN(C(=O)COC(=O)C1CCN(S(=O)(=O)c2cccs2)CC1)c1ccccc1	-6%	4%	-2%	-3%	-2%	-11%	0%	-1%	-1%	0%
COc1ccc(NC(=O)Cc2nnc(SCC(=O)NC3=NCCS3)n2C)cc1	2%	-1%	2%	1%	10%	1%	-1%	-2%	?	-2%
